NR5A2 inv ag – NR5A2 inverse agonism in reporter assay; hit rate 0.13% among 360,000; HEK293T StAR-luciferase reporter, LRH-1 transfected, 24 h; inhibition, % at 3.6 µM;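 active means inhibition above the mean inhibition of all tested compounds plus 3 SD, cut at about 73% in these data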;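 further: 0% = DMSO wells and 100% = reporter-only cells lacking LRH-1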
LMP1 NFkB inh – reduces LMP1-driven NF-kappaB luciferase signal; LMP1-induced NF-kappaB luciferase reporter cells, luminescence; inhibition, % at 12.5 µM; hit rate 0.69% among 350,000; AID 504558; in the data active means inhibition above about 41%;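 further: 0% = neutral control wells and 100% = reference inhibitor control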
TROY NFkB inh – blocks TROY-dependent signaling in reporter cells; hit rate 0.98% among 360,000; AID 1347056; inhibition, % at 10 µM; Q293 LMP1-TROYcd NF-kB luciferase reporter, 4 h;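 active means compounds whose plate-normalised and pattern-corrected inhibition of the luciferase reporter signal at the single screening dose is 50% or more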
SRC2 inh – inhibits human steroid receptor coactivator 2; inhibition, % at 9 µM; Q15596; HEK293 GAL4-SRC2 luciferase reporter, luminescence; hit rate 0.17% among 370,000;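 active means inhibition above the mean inhibition of all tested compounds plus 3 SD, set per campaign, cut at about 52% in these data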;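 further: 0% = DMSO treated cells and 100% = cells given Gossypol at 36 µM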
KKLEB tox – counter-screen for CF NF-kB inhibitors: cytotoxicity. AID 602141. hit rate 0.36% among 360,000. activity change (cytotoxicity), % at 5 µM. KKLEB CF airway cells viability, ATPlite luminescence, overnight; hits give low values; cells stimulated with P. aeruginosa culture filtrate;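 active means corrected activity change at or below -50% at 5 µM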
SRC3 inh – inhibitors of human steroid receptor coactivator 3 (SRC3); Q9Y6Q9; HEK293 GAL4-SRC3 luciferase reporter, luminescence; inhibition, % at 3.6 µM; hit rate 0.17% among 360,000;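 active means inhibition above a per-campaign cutoff, the mean of all compounds plus 3 SD, cut at about 60% in these data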;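 further: 0% = DMSO-treated cells and 100% = gossypol-treated cells at 36 µM; higher means less SRC3-driven luciferase light from the GAL4 reporter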
Target sequence (Q9Y6Q9 whole entry, looked up, the tested form may be a part): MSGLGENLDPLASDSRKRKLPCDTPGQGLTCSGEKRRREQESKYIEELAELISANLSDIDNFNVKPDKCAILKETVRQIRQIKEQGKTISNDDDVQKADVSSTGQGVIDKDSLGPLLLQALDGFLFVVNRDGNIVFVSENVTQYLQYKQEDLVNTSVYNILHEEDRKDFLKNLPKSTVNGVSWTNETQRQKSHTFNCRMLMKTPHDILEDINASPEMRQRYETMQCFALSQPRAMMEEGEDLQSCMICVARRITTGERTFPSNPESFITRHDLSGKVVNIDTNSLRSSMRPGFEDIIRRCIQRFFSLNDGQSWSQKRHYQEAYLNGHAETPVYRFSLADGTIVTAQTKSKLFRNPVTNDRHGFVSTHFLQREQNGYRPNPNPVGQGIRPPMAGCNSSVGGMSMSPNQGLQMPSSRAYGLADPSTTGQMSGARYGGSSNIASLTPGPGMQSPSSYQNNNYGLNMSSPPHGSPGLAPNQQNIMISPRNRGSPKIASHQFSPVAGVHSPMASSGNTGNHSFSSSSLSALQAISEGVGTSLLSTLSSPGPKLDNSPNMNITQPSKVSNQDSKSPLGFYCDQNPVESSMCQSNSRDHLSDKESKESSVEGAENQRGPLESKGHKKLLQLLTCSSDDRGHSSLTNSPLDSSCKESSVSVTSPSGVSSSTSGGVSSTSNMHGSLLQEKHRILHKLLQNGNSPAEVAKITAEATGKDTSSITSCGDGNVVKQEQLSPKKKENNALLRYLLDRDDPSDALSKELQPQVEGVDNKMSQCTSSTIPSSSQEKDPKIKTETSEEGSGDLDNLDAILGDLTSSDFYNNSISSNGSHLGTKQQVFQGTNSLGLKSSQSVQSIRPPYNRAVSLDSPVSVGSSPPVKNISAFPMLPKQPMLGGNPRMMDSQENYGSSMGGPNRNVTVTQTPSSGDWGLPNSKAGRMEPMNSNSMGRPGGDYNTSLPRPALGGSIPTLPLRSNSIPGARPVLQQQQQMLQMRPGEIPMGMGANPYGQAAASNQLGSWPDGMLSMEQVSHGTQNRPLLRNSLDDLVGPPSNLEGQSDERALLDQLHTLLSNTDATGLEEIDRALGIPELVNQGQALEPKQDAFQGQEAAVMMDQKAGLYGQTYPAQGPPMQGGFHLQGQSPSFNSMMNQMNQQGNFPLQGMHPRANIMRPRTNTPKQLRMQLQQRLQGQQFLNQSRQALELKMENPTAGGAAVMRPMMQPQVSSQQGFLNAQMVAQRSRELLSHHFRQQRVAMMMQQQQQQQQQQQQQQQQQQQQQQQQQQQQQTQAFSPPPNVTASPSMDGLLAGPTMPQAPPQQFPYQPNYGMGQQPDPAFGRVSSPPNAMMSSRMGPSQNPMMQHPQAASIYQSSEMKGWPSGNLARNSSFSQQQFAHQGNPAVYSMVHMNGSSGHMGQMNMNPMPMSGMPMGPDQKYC
COUP-TFII inh – blocks human COUP-TFII nuclear receptor. HEK293T NGFI-A luciferase reporter, luminescence. inhibition, % at 8.6 µM. hit rate 0.7% among 370,000. P24468;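 active means inhibition above a per-plate cutoff, mean inhibition of test wells between control levels plus 3 SD, cut at about 38% in these data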;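 further: cells cotransfected with COUP-TFII expression vector driving the NGFI-A reporter; 0% = median of COUP-TF2 test wells and 100% = reporter-only cells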
TWEAK-Fn14 inh – blocks TWEAK-Fn14 interaction in a reporter cell assay | TWEAK-stimulated Fn14 reporter cells, luciferase luminescence, 8 h | inhibition, % at 10 µM | hit rate 2% among 360,000; in the data active means inhibition above about 50%
TRAIL sens C8 – sensitizes caspase-8 expressing cells to TRAIL; NB7+C8 cells + TRAIL, ATPlite viability luminescence; inhibition (viability loss, TRAIL sensitization), % at 10 µM; hit rate 1% among 360,000; AID 624354;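 active means compounds causing at least 50% loss of cell viability in the single-dose screen, relative to plate controls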
CF NFkB block – inhibitors of cystic fibrosis induced NF-kB | hit rate 0.86% among 360,000 | inhibition, % at 5 µM | KKLEB NF-kB-GFP reporter, PAF-induced, GFP fluorescence overnight;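 active means at least 50% inhibition at 5 µM, scaled per plate between neutral and stimulator controls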;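 further: PAF is a Pseudomonas aeruginosa culture filtrate used as stimulus; plate controls were PAF-stimulated DMSO wells for no effect and unstimulated DMSO wells for full effect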
NCOA1 inh – human NCOA1 inhibition; Q15788; HEK293 GAL4-SRC1 luciferase reporter, luminescence; inhibition, % at 3.6 µM; hit rate 0.12% among 360,000; AID 588354;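 active means inhibition above the campaign mean plus 3 SD, with each screening campaign given its own cutoff, cut at about 60% in these data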;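 further: 0% = DMSO treated cells and 100% = gossypol at 36 µM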
The depositor's hits bear a star; nt = not tested or not shown.

nr	Compound	NR5A2 inv ag	LMP1 NFkB inh	TROY NFkB inh	SRC2 inh	KKLEB tox	SRC3 inh
1	CCOC(=O)c1sc(NC(=O)CSc2nc3c(cc2C#N)CCCCC3)c(C#N)c1C	-9	-18	4	-17	-8	-1
2	Cc1c(C(=O)Nc2cccc([N+](=O)[O-])c2)sc2ncn(CC(=O)N3CCOCC3)c(=O)c12	6	-7	-14	9	-4	22
3	COc1ccc(N(CC(=O)Nc2ccc3c(c2)OCO3)S(=O)(=O)c2c(C)nn(C)c2C)cc1	12	-2	3	20	6	-2
4	Cc1ccc(C(=O)c2cc3ccccc3o2)cc1[N+](=O)[O-]	-3	-17	-32	-12	-3	-12
5	COC(=O)c1sccc1NC(=O)CSCC(=O)O	15	-6	-6	-16	2	15
6	Cc1ccc(C(=O)N2CCNC(=O)C2CC(=O)Nc2ccc(F)cc2)cc1C (stereo not drawn)	-1	-3	-25	5	5	2
7	CCCCC1CCC(C(=O)N(CCOC)c2c(N)n(CC(C)C)c(=O)[nH]c2=O)CC1 (stereo not drawn)	9	-2	-8	24	-2	3
8	O=C1/C(=C\c2ccccn2)SC(=S)N1Nc1ncc(C(F)(F)F)cc1Cl	-15	-10	4	nt	-20	5
9	COc1ccc(F)cc1C(=O)C1CCCN(Cc2ccc3c(c2)OCCO3)C1 (stereo not drawn)	11	-2	3	9	-25	8
10	COc1ccc2cc(CCNC(=O)c3ccco3)c(=O)[nH]c2c1	-161	-13	-28	-42	-5	-90

nr	COUP-TFII inh	TWEAK-Fn14 inh	TRAIL sens C8	CF NFkB block	NCOA1 inh
1	-1	20	24	34	-10
2	3	-4	0	0	3
3	12	3	-1	-7	-30
4	5	-11	-1	-16	-18
5	-34	23	-5	7	-4
6	14	-11	0	-25	-6
7	-10	0	-16	-1	-13
8	nt	3	22	-10	-9
9	3	1	-5	22	2
10	-28	4	-6	16	-109

(cont.)
nr	Compound	NR5A2 inv ag	LMP1 NFkB inh	TROY NFkB inh	SRC2 inh	KKLEB tox	SRC3 inh
11	CCn1c(CCC(N)=O)nnc1SCC(=O)Nc1cccc(S(=O)(=O)N2CCCC2)c1	9	-4	-7	-11	-15	3
12	CC(C)CNC(=O)C1(C)CCCCCN1C(=O)c1csnn1 (stereo not drawn)	10	nt	11	-12	4	-12
13	CCOC(=O)C1(Cc2ccccc2)CCN(Cc2csc(C(C)=O)c2)CC1	-6	2	7	3	-5	10
14	O=C1COc2ccc(C(=O)COC(=O)CNC(=O)C3CCCCC3)cc2N1	7	-1	7	-11	0	9
15	COc1ccc(CN2C(=O)c3cccnc3C2=O)cc1S(=O)(=O)N1CC(C)Oc2ccccc21 (stereo not drawn)	12	6	12	-20	1	-14
16	C=CCn1c(O)c(CN2CCN(Cc3ccccc3)CC2)c(C)c(C#N)c1=O	-10	-3	-1	-9	-4	-4
17	O=C(Cc1ccccc1)N/N=C/c1cccs1	-12	-5	nt	5	-13	-9
18	Cc1ccc(NC(=O)Nc2cc(Cl)ccc2C2COC(=O)C2=N)cc1 (stereo not drawn)	5	6	-2	15	14	12
19	CC1(C(=O)NS(=O)(=O)c2cccc(F)c2)CCN1C(=O)Cc1ccccc1 (stereo not drawn)	-4	nt	10	-40	17	2
20	O=C(NCCCn1ccnc1)c1noc2c1CCCC2	21	-3	2	17	8	-15

nr	COUP-TFII inh	TWEAK-Fn14 inh	TRAIL sens C8	CF NFkB block	NCOA1 inh
11	-18	14	-14	3	-7
12	-1	11	-6	16	11
13	28	-1	1	17	1
14	9	-7	1	2	0
15	4	-2	-4	-9	-24
16	10	0	-15	2	-8
17	7	5	6	-16	-12
18	2	-8	-2	-5	5
19	4	12	-6	0	6
20	2	3	-7	0	-5

(cont.)
nr	Compound	NR5A2 inv ag	LMP1 NFkB inh	TROY NFkB inh	SRC2 inh	KKLEB tox	SRC3 inh
21	O=C(O)C#Cc1cccc2ccccc12	-8	0	-7	-10	0	10
22	CC(=O)N(CC(=O)O)c1ccccc1C(=O)O	4	-2	-16	-8	-4	11
23	CC1Oc2ccccc2N(CC(=O)NCCN2CCOCC2)C1=O (stereo not drawn)	13	-4	-6	nt	17	0
24	CCCCC(=O)C1CCN(Cc2ccccc2)CC1	-5	-3	-3	-7	7	-7
25	COc1ccc(/C=C2/Sc3ccc(C(=O)N4CCOCC4)cc3NC2=O)cc1OC	0	3	27	24	2	18
26	CCOC(=O)N1CCC(NC(=O)CS(=O)(=O)Cc2nc(-c3ccccc3C)oc2C)CC1	-1	-4	-2	-9	0	-2
27	OC(c1ccccc1)(c1ccccc1)C1CCN(C(=S)NCCc2ccccc2)CC1	20	-11	6	18	-4	0
28	Cc1c(N2C(=O)C3C4C=CC(C4)C3C2=O)c(=O)n(-c2ccccc2)n1C (stereo not drawn)	12	-6	-7	-1	-4	10
29	O=C(O)c1cc2ccc3cccc4ccc(c1)c2c34	0	-3	-32	-10	-6	-7
30	COc1ccc(C(CCN2CCOCC2)c2c(OC)cc(OC)c3c(C)cc(=O)oc23)cc1 (stereo not drawn)	-8	0	-14	-2	-9	-4

nr	COUP-TFII inh	TWEAK-Fn14 inh	TRAIL sens C8	CF NFkB block	NCOA1 inh
21	-3	-11	2	2	4
22	6	-2	-7	-8	6
23	nt	17	18	-21	-8
24	12	-12	-2	6	-1
25	20	50	-14	27	9
26	14	-17	6	-13	9
27	0	33	5	10	-42
28	1	-13	-18	-14	9
29	-5	1	-4	-1	-18
30	3	-3	-7	19	-13

(further entries)
nr	Compound	NR5A2 inv ag	LMP1 NFkB inh	TROY NFkB inh	SRC2 inh	KKLEB tox	SRC3 inh
31	Cc1ccccc1NC(=O)CSc1nnc(NC(=O)c2ccco2)s1	15	3	5	3	15	10
32	O=C1NC(c2ccco2)Nc2ccccc21 (stereo not drawn)	-1	8	5	-26	4	2
33	N#Cc1ccc(CSc2nnc(-c3ccccn3)n2-c2ccc(Cl)cc2)cc1	-11	-10	-14	9	-11	12
34	N#CCCN(CCC#N)C(=O)c1ccc2c(c1)OCO2	-6	4	-4	6	11	9
35	CCOC(=O)[C@@H]1[C@H]2COc3ccc(Br)cc3[C@H]2N2C(=O)N(c3ccc(C)cc3)C(=O)[C@]12C	4	0	-12	-3	-11	19
36	Fc1ccc(-c2ccc3c(c2)C2CC3CCN2)cc1 (stereo not drawn)	-5	1	20	-27	-7	-26
37	O=C(c1cccc(S(=O)(=O)NCc2ccccc2)c1)N1CCCCC1	5	6	9	14	11	9
38	O=C(NCC1CCCO1)c1cccc(N2CCCC2=O)c1 (stereo not drawn)	-6	2	-2	-11	11	10
39	O=C(CCNS(=O)(=O)c1ccccc1C(F)(F)F)N1CCN(c2ccccc2O)CC1	-4	-7	-10	-30	1	0
40	COc1cc(/C=C/C(=O)O)cc(S(=O)(=O)Nc2ccc(S(=O)(=O)N3CCCCC3)cc2)c1OC	-17	-2	1	-4	-6	-36

nr	COUP-TFII inh	TWEAK-Fn14 inh	TRAIL sens C8	CF NFkB block	NCOA1 inh
31	-13	1	-1	2	-8
32	0	-8	16	3	-6
33	1	-22	-16	12	-8
34	-3	-10	-10	-3	-3
35	18	-19	3	51*	0
36	-1	6	2	1	22
37	-23	17	-5	-18	-14
38	-13	11	-7	8	-5
39	-7	8	-6	0	-5
40	6	10	9	6	-11

Next section
nr	Compound	NR5A2 inv ag	LMP1 NFkB inh	TROY NFkB inh	SRC2 inh	KKLEB tox	SRC3 inh
41	CCOc1ccc(Br)cc1S(=O)(=O)Nc1cccc(S(=O)(=O)N(C)c2ccccc2)c1	-32	2	77*	0	8	-10
42	CC(C)=CCN1CCN(Cc2cc(C(C)C)n[nH]2)CC1CCO (stereo not drawn)	-3	6	-5	12	-8	11
43	CCN(CC)C(=O)CSc1ncnc2c1nnn2-c1ccc(OC)cc1	8	5	0	nt	12	-9
44	CCC[N+](CC#Cc1ccccc1)(CCC)CC(=O)OC	10	-4	5	-3	9	7
45	O=c1c(-c2n[nH]c(=S)n2-c2ccccc2)cccn1Cc1cccc(Cl)c1	4	8	12	2	3	3
46	O=C(Cc1ccccc1)Nc1c(Cl)ccc2nsnc12	-3	nt	-4	-7	-3	16
47	CC1CCc2nc(/C(C#N)=C/c3ccncc3)sc2C1 (stereo not drawn)	-112	-12	-9	-102	3	-60
48	O=S(=O)(NC1CCN(Cc2ccccc2)CC1)c1ccc(Cl)cc1	2	nt	-16	-29	3	10
49	Cc1ccc(-c2csc(C3=C(O)CN(NC(=O)c4ccco4)C3=N)n2)cc1	4	6	10	28	7	-7
50	CCOC(=O)C1(Cc2ccccc2C(F)(F)F)CCN(Cc2ccc(COC)o2)CC1	11	9	4	8	1	15

nr	COUP-TFII inh	TWEAK-Fn14 inh	TRAIL sens C8	CF NFkB block	NCOA1 inh
41	12	45	-4	6	-27
42	-20	-4	1	22	6
43	nt	9	-13	10	-11
44	11	-3	15	-5	5
45	-5	2	-3	-6	-12
46	12	8	-2	2	-4
47	-37	1	21	12	-62
48	-11	-8	-4	-7	-4
49	-10	-26	4	-17	-14
50	31	0	12	26	5

(continued)
nr	Compound	NR5A2 inv ag	LMP1 NFkB inh	TROY NFkB inh	SRC2 inh	KKLEB tox	SRC3 inh
51	COc1ccc2c(=O)c(Oc3ccc(C(=O)O)cc3)c(C(F)(F)F)oc2c1	-60	-12	-40	-34	0	-37
52	CCn1c(NCc2cc(Cl)ccc2O)nc2ccccc21	5	-7	21	8	0	17
53	N#C/C(=C/c1cc(Br)cs1)C(=O)NCC1CCCO1 (stereo not drawn)	8	6	-27	-28	-1	-20
54	CCOC(=O)c1c(C)[nH]c(C)c1C(=O)COC(=O)CNC(=O)c1ccc(OCC)cc1	12	-3	4	-40	-3	11
55	Cc1cc(N2CCN(c3nc(-c4ccc([N+](=O)[O-])cc4)cs3)CC2)c2ccccc2n1	-7	15	-10	-26	-7	27

nr	COUP-TFII inh	TWEAK-Fn14 inh	TRAIL sens C8	CF NFkB block	NCOA1 inh
51	-17	7	1	2	-95
52	-1	-13	4	-5	11
53	2	-8	9	4	-5
54	-10	13	18	2	8
55	-2	-33	36	-15	-8

Compound profiles, from the list above.
`N#C/C(=C/c1cc(Br)cs1)C(=O)NCC1CCCO1` (stereo not drawn) is listed as NR5A2 inv ag: 8; LMP1 NFkB inh: 6; TROY NFkB inh: -27; SRC2 inh: -28; KKLEB tox: -1; SRC3 inh: -20; COUP-TFII inh: 2; TWEAK-Fn14 inh: -8; TRAIL sens C8: 9; CF NFkB block: 4; NCOA1 inh: -5
`COc1ccc2c(=O)c(Oc3ccc(C(=O)O)cc3)c(C(F)(F)F)oc2c1` is listed as NR5A2 inv ag: -60; LMP1 NFkB inh: -12; TROY NFkB inh: -40; SRC2 inh: -34; KKLEB tox: 0; SRC3 inh: -37; COUP-TFII inh: -17; TWEAK-Fn14 inh: 7; TRAIL sens C8: 1; CF NFkB block: 2; NCOA1 inh: -95
`CCOC(=O)c1c(C)[nH]c(C)c1C(=O)COC(=O)CNC(=O)c1ccc(OCC)cc1` is listed as NR5A2 inv ag: 12; LMP1 NFkB inh: -3; TROY NFkB inh: 4; SRC2 inh: -40; KKLEB tox: -3; SRC3 inh: 11; COUP-TFII inh: -10; TWEAK-Fn14 inh: 13; TRAIL sens C8: 18; CF NFkB block: 2; NCOA1 inh: 8

Taken from above.
Under SRC3 inh, cpd 52 has the entry 17
Under NCOA1 inh, cpd 53 has the entry -5
Under COUP-TFII inh, cpd 51 has the entry -17

Compound activity (PubChem)

An unsorted share of the library (roughly 4.2% active in at least one column).
